Assay outcomes from PubChem.
AID2073 – inhibitors of Mint1-CaV2.2 protein interaction, biochemical, HTRF (AID 2073); one-dose inhibition, % at 20 µM; IC50 in µM for titrated hits; HTRF protein-protein interaction, Mint1-CaV2.2; higher % means a stronger effect; actives 0.19% (n = 290,000); in the data active means inhibition mostly above about 51%, no sharp cut-off; inconclusive means no clear call, values can overlap the other calls; inactive means mostly below about 53%; further: some results filed as inactive read as strong as hits
RSV antiviral HEp-2 – RSV antiviral activity via CPE protection, HEp-2 cells, primary 10 µM value included (AID 2391). HEp-2 cells, RSV-induced CPE inhibition; higher % means a stronger effect. one-dose CPE inhibition, % at 10 µM; IC50 in µM for titrated hits. actives 0.13% (n = 310,000); in the data active means a potency from the dose series; inconclusive means CPE inhibition mostly from about 23% at the one dose, without a potency; inactive means the rest, 99 in 100 with CPE inhibition below about 21%; further: strong numbers were not always called active
MgcRacGAP inhibition – MgcRacGAP GTPase-activating activity inhibitors, confirmation, biochemical, ADP Hunter fluorescence; inhibition, % at 30 µM, or IC50 in µM where a hit was titrated; actives 0.6% (n = 340,000); MgcRacGAP-stimulated Rac1 GTP hydrolysis, ADP Hunter fluorescence; higher % means a stronger effect; GST-tagged Rac1 F28L mutant substrate; AID 624330;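 active means first-screen hits whose inhibition reached a set limit at any dose in the follow-up dose series; inconclusive means inhibition above the set first-screen limit but never retested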;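 further: fluorescence reports GDP produced by GAP-driven GTP hydrolysis; strong numbers were not always called active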
LYP phosphatase – PTPN22 lymphoid phosphatase activity blockers – biochemical, fluorescence intensity, uHTS (AID 1779); recombinant LYP phosphatase, fluorescence intensity; higher % means a stronger effect; one-dose inhibition, % at 11.5 µM; IC50 in µM for titrated hits; actives 0.054% (n = 290,000); in the data active means inhibition above about 50%;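 further: plate controls were vehicle with enzyme for no effect and no enzyme for full effect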
XIAP displacement – XIAP antagonists, biochemical, IAP family, fluorescence polarization (AID 1018); XIAP BIR domain, fluorescence polarization peptide displacement; higher % means a stronger effect; one-dose displacement, % at 20 µM; IC50 in µM for titrated hits; actives 0.007% (n = 200,000); in the data active means displacement above about 50%; further: a part of the inactive calls stands beside numbers as strong as those of hits
SIAH1 antagonists – Siah-1 peptide-binding antagonists, primary screen, biochemical, fluorescence polarization, rhodamine-plectin, uHTS (AID 1817) | actives 0.02% (n = 290,000) | Siah-1 / rhodamine-plectin peptide fluorescence polarization; higher % means a stronger effect | displacement, % at 20 µM, or IC50 in µM where a hit was titrated;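 active means displacement of at least 50% at 20 µM, with a fluorescence ratio check between 0.3 and a set limit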;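 further: plate controls were Siah plus tracer with DMSO for no effect and tracer alone without Siah for full effect; strong numbers were not always called active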
Large T inhibition – SV40 large T antigen inhibitors, biochemical (AID 1903); SV40 large T antigen ATPase/helicase inhibition assay; higher % means a stronger effect; actives 0.39% (n = 310,000); inhibition, % at 20 µM, or IC50 in µM where a hit was titrated; in the data active means a potency from the dose series; inconclusive means inhibition mostly from about 32% at the one dose, without a potency; inactive means the rest, 99 in 100 with inhibition below about 32%; further: strong numbers were not always called active
HIV fusion peptide – inhibitors of HIV fusion peptide binding, primary screen, biochemical, uHTS, fluorescence dequenching (AID 1986). inhibition, % at 20 µM; hits with a dose series show IC50 in µM. actives 0.3% (n = 290,000). cell-free peptide binding, fluorescence dequenching, 30 min; higher % means a stronger effect; in the data active means inhibition mostly above about 52%, no sharp cut-off; inactive means mostly below about 76%; further: some results filed as inactive read as strong as hits
NS5 inhibitors – Dengue-2 NS5 methyltransferase inhibitors, primary screen, biochemical, confirmation dose response (AID 588689); Dengue-2 NS5 methyltransferase capping enzyme assay, biochemical; higher % means a stronger effect; inhibition, % at 25 µM; hits with a dose series show IC50 in µM; actives 0.3% (n = 340,000); in the data active means a potency from the dose series; inconclusive means inhibition above about 29% without an active follow-up result
* = called active by the depositor; u = inconclusive; x = not tested or not shown.

SMILES	AID2073	RSV antiviral HEp-2	MgcRacGAP inhibition	LYP phosphatase	XIAP displacement	SIAH1 antagonists	Large T inhibition	HIV fusion peptide	NS5 inhibitors
COc1ccc(N(CC(=O)Nc2ccc(C)cc2C)S(=O)(=O)c2c(C)n[nH]c2C)cc1	1%	3.4%	6%	-6%	x	-5%	18%	0.7%	1%
CCCc1cc(=O)oc2c3c(cc(OCC(=O)NCCN4CCOCC4)c12)OC(C)(C)CC3	29%	x	14%	-16%	x	2%	20%	0.4%	-3%
C/C(CCc1ccc2c(c1)OCO2)=N\NC(=O)c1ccccc1	5%	0.5%	13%	-8%	-1.8%	9%	-16%	-2.1%	1%
O=C(c1ccc(S(=O)(=O)N2CCCCCC2)cc1)N1CCC(CN2C(=O)c3cccc4cccc(c34)C2=O)CC1	49%	3.5%	11%	11%	-3.0%	3%	10%	-1.0%	4%
O=c1cc(N2CCN(c3ccccc3)CC2)[nH]c(=O)n1C1CCCCC1	-1%	-4.5%	8%	-5%	-3.7%	0%	18%	-0.6%	-2%
CC1=CC(=O)C2=C(C)CC[C@@H]3[C@H](OC(=O)[C@H]3C)[C@@H]12	-9%	-1.9%	2%	-7%	x	13%	5%	0.0%	-3%
Cc1cc(NC(=O)c2ccc(F)c(S(=O)(=O)N3CCCCC3)c2)no1	3%	x	8%	-14%	x	-3%	x	0.4%	-1%
Cc1cc(NC(=O)C2CC(=O)N(c3ccccc3Cl)C2)no1 (stereo not drawn)	4%	0.3%	7%	-2%	x	2%	11%	0.6%	-1%
O=C(O)CN1C(=O)c2ccc(C(=O)c3ccccc3)cc2C1=O	11%	-0.2%	6%	-7%	x	5%	11%	0.3%	-5%
O=C(Cc1ccccc1F)NCC(c1ccco1)N1CCCCC1 (stereo not drawn)	4%	0.5%	5%	-4%	-5.1%	4%	12%	0.4%	-7%
CN(C)CCNC(=O)/C(=C/c1ccc(-c2cccc([N+](=O)[O-])c2)o1)NC(=O)c1ccccc1	-13%	-0.6%	13%	-3%	-1.4%	-2%	1%	-1.9%	-2%
CC(C)OCCCn1c(=S)[nH]c2ncccc2c1=O	-29%	0.8%	2%	-1%	-4.9%	4%	10%	0.1%	5%
O=C(Nc1cccs1)Nc1cccnc1Cl	-19%	-0.4%	x	-11%	x	-1%	10%	-0.4%	5%
CC(c1ccccc1)C1OCC(C[N+]2(C)CCCCC2)O1 (stereo not drawn)	13%	-1.4%	2%	-4%	-2.5%	-2%	3%	2.1%	10%
COCCNC(=O)CN1N=C(c2ccc(C)cc2)CCC1=O	1%	2.1%	x	-8%	x	2%	6%	-1.1%	-3%
O=C(NCCc1ccc(Cl)cc1)C1CCN(S(=O)(=O)c2cccs2)CC1	-4%	3.8%	0%	-6%	-9.2%	-1%	8%	1.5%	-12%
C=CCn1c(COc2ccc(Cl)cc2)nnc1SCC(=O)Nc1ccc(S(N)(=O)=O)cc1	-6%	2.0%	6%	-6%	-4.3%	-5%	-8%	-4.1%	-2%
CCN(c1ccc(OCC(=O)OCC(=O)c2c(N)n(C)c(=O)n(C)c2=O)cc1)S(=O)(=O)c1ccccc1	5%	0.8%	5%	2%	-8.7%	2%	5%	-1.0%	-7%
Cn1ncc2c(Nc3ccccc3Br)ncnc21	-3%	2.1%	13%	-1%	-7.5%	-3%	7%	-3.3%	x
COC(=O)c1c(NC(=O)/C=C/C(=O)O)sc(C)c1-c1ccc(C)c(C)c1	4%	6.8%	10%	6%	-2.8%	-1%	-7%	8.0%	19%

Entries of single compounds, quoted from the list:
CC(c1ccccc1)C1OCC(C[N+]2(C)CCCCC2)O1 (stereo not drawn) is listed with AID2073: 13%; RSV antiviral HEp-2: -1.4%; MgcRacGAP inhibition: 2%; LYP phosphatase: -4%; XIAP displacement: -2.5%; SIAH1 antagonists: -2%; Large T inhibition: 3%; HIV fusion peptide: 2.1%; NS5 inhibitors: 10%
CC(C)OCCCn1c(=S)[nH]c2ncccc2c1=O is listed with AID2073: -29%; RSV antiviral HEp-2: 0.8%; MgcRacGAP inhibition: 2%; LYP phosphatase: -1%; XIAP displacement: -4.9%; SIAH1 antagonists: 4%; Large T inhibition: 10%; HIV fusion peptide: 0.1%; NS5 inhibitors: 5%

(listing goes on)
SMILES	AID2073	RSV antiviral HEp-2	MgcRacGAP inhibition	LYP phosphatase	XIAP displacement	SIAH1 antagonists	Large T inhibition	HIV fusion peptide	NS5 inhibitors
OCc1ccc(O)c2ncccc12	4%	6.3%	16%	-7%	-3.4%	2%	2%	0.2%	12%
Cc1[nH]c(=O)[nH]c1CN1CCCCC1	-8%	x	x	-1%	-3.8%	-3%	9%	2.1%	x
Cc1ccc(S(=O)(=O)N2CCN(c3ccc(N4CCOCC4)nn3)CC2)cc1[N+](=O)[O-]	x	-0.6%	4%	x	x	x	16%	x	-1%
COc1ccc(NC(=O)C(=O)NCCCn2ccnc2)cc1	3%	-0.4%	13%	-1%	-4.8%	5%	15%	-0.6%	1%
CCCCC(=O)N1CCN(c2nc3ccc(OCC)cc3s2)CC1	8%	3.8%	-5%	-6%	x	-3%	4%	0.5%	-12%
COc1ccc2nc(N/C(N)=N/C(=S)Nc3ccccc3)nc(C)c2c1	40%	17%	13%	-1%	-8.7%	-6%	7%	-0.9%	4%
CC(C)(Cc1ccc(O)cc1)NC(=O)c1ccccc1	8%	-0.9%	12%	-11%	x	-3%	19%	-0.3%	-2%
Cc1cc(C)cc(N=c2c([N+](=O)[O-])nn(-c3ccc4c(c3)OCCO4)n2O)c1	22%	3.1%	4%	-2%	-2.4%	-2%	7%	0.6%	-7%
CCOC(=O)Cc1csc(NC(=O)COc2ccccc2)n1	6%	2.6%	1%	-9%	-4.0%	2%	8%	-0.3%	-11%
COc1ccccc1Oc1ccc(N/C=C/C(=O)c2ccco2)cc1	24%	-0.2%	8%	-1%	-2.7%	-2%	12%	0.4%	x
CC(C)c1cc(C(=O)NNC(=S)NCc2ccco2)c(O)c(C(C)C)c1	-5%	13%	15%	2%	-6.4%	8%	19%	9.9%	1%
CCOC(=O)c1c(C)n(-c2ccccc2)c2ccc(O)c(CN(C)C)c12	12%	-0.1%	14%	-4%	-5.3%	15%	-2%	-0.9%	-9%
O=C(c1ccc(F)cc1)N1CCN(S(=O)(=O)c2ccc(Br)cc2)CC1	4%	10%	7%	-6%	x	2%	-3%	-1.0%	-5%
CCOC(=O)C(=CNc1ccc(C(F)(F)F)cc1Cl)C(=O)OCC	-1%	6.7%	9%	4%	x	3%	7%	0.9%	2%
Cc1cccc(NC(=O)c2cccc(C(=O)Nc3cccc(C)c3)c2)c1	25%	1.4%	7%	-1%	x	-2%	5%	0.4%	1%
CCC(C(=O)NC1CCCC1)N(C(=O)c1snc(C(N)=O)c1N)c1ccc(OC)c(OC)c1 (stereo not drawn)	5%	0.6%	5%	-6%	x	-3%	0%	0.3%	3%
Cc1ccccc1-n1ncc2c(SCC(=O)NCc3cccs3)ncnc21	-1%	1.7%	4%	-5%	-4.0%	-2%	-1%	-1.4%	1%
CSCC(=O)Nc1nc(-c2ccc3c(c2)OCCO3)cs1	3%	15%	11%	2%	-0.2%	3%	13%	3.6%	-13%
CCCC(C)NC(=S)Nc1cc(C)cc(C)c1 (stereo not drawn)	-5%	-0.7%	3%	-3%	1.6%	0%	6%	-1.8%	-4%
Cc1nnc(SCC(=O)NC2CCS(=O)(=O)C2)n1Cc1ccccc1 (stereo not drawn)	-3%	-0.4%	-3%	-3%	-7.6%	-2%	2%	-0.3%	-7%
CC(C)(C)n1cnc2cc(NC(=O)c3cccs3)ccc21	-3%	3.1%	3%	0%	-2.6%	5%	25%	-1.9%	2%
O=C(c1cc(F)ccc1F)C1CCCN(C(=O)CCCN2CCCCC2=O)C1 (stereo not drawn)	-6%	1.6%	0%	-7%	-8.5%	-2%	18%	-2.1%	x
O=C(Nc1ccc(F)cc1)C1CC(=O)N(Cc2ccco2)C1 (stereo not drawn)	1%	0.8%	8%	-3%	x	13%	6%	1.8%	-6%
Oc1ccccc1Oc1ncc(Br)c(Cl)n1	-8%	-2.3%	6%	-3%	x	-6%	-14%	-2.0%	-7%
Oc1ccc(-c2c(-c3ccsc3)sc3ccccc23)cc1	13%	2.2%	9%	-4%	x	0%	8%	-1.1%	2%
CCN(CC(=O)Nc1c(F)cccc1F)C(=O)/C=C/c1ccc2ccccc2n1	x	0.5%	u	x	x	x	10%	x	-2%
COc1ccc(C(CNC(=O)Cc2ccccc2F)N2CCCCC2)cc1 (stereo not drawn)	-10%	1.4%	1%	-7%	-9.0%	2%	1%	0.0%	-7%
CC(C)(C)c1ccc(C(=O)NNC(=O)c2ccc(Cl)cc2)cc1	-8%	1.9%	11%	-5%	-5.4%	9%	14%	-1.2%	-9%
CCOc1nc(NCCC2=CCCCC2)nc(N2CCOCC2)n1	0%	-0.3%	14%	5%	-0.5%	1%	2%	1.5%	3%
O=C(NNc1ccc(C(F)(F)F)cc1[N+](=O)[O-])c1ccc(NS(=O)(=O)c2ccc(F)cc2)cc1	-31%	7.0%	5%	11%	9.0%	-1%	18%	36%	3%
COC(=O)c1ccc(C(=O)OC)c(NC(=S)N2CCN(C(=O)C3CCCO3)CC2)c1 (stereo not drawn)	-18%	x	-10%	-4%	x	16%	0%	1.4%	-5%
C=CCn1c(SC2CCOC2=O)nc2sc(CC)cc2c1=O (stereo not drawn)	2%	3.4%	11%	2%	-3.7%	0%	2%	1.5%	0%
O=C(Nc1cccc(NC(=O)C2CC2)n1)C1CC1	2%	0.5%	8%	-8%	-9.1%	-8%	6%	-3.0%	6%
Cc1nc(C)c(C(=O)C2=C(O)C(=O)N(CCCn3ccnc3)C2c2ccccc2)s1 (stereo not drawn)	2%	x	6%	0%	1.5%	0%	2%	-0.2%	-4%
Cn1c(SCC(=O)N2CCCC2)nnc1-c1cnccn1	4%	3.4%	-2%	-6%	12%	-2%	11%	-1.1%	-5%
Cc1cc(C)c2c(c1)NC(c1cc3c(cc1Br)OCO3)C1CC=CC21 (stereo not drawn)	13%	7.1%	0%	8%	-15%	-3%	9%	7.4%	-4%
CCCOc1cccc(-c2nn(-c3ccccc3)cc2/C=C(\C#N)C(=O)NCCCn2ccnc2)c1	18%	2.2%	7%	3%	-7.3%	1%	2%	18%	-3%
CC(=O)Sc1nc(-c2ccccc2)[nH]c1S(=O)(=O)c1ccc(C)cc1	82%*	-0.7%	x	-3%	-1.4%	-7%	36%	61%*	x
Cc1occc1C(=O)NN1C(=O)C2C3CCC(O3)C2C1=O (stereo not drawn)	-4%	3.5%	4%	-1%	-8.4%	8%	6%	-0.9%	-5%
CC(C)(CN1CCN(Cc2ccccc2)CC1)NS(=O)(=O)c1ccccc1	-12%	-2.4%	15%	-9%	x	15%	1%	-0.4%	-3%
Cc1ccc(C)c(N(CC(=O)NC2CCCCC2)C(=O)c2snc(C(N)=O)c2N)c1	13%	1.9%	5%	-2%	x	5%	25%	1.4%	-6%
